GLS inh = qHTS for Inhibitors of Glutaminase (GLS); Glutaminase kidney isoform, mitochondrial (Homo sapiens), O94925; GLS enzymatic activity, qHTS titration; Potency, µM (doses to about 45.5 µM), for the others: at the top dose activity change, negative = inhibition, usual class: inhibitors; hit rate 0.21% among 410,000; further: potency means the concentration at half of the fitted maximal effect; on the % scale 0 is the no-effect control and ±100 the full control effect
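Assay buffer: 45 mM KH2PO4 pH 8.2, 0.02% Tween-20. hKGA acts on L-glutamine (1 mM solution added); product glutamate is reported by an oxidase/peroxidase Amplex Red coupling, with fluorescence taken at baseline and 30 min.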
IDH1 R132H inh = qHTS for Inhibitors of mutant isocitrate dehydrogenase 1 (IDH1): qHTS | Potency, µM (titrated, usually from 76.6 µM), inactives show at the top dose activity change, negative = inhibition, usual class: inhibitors | IDH1-R132H enzyme, NADPH consumption, diaphorase/resazurin fluorescence | Isocitrate dehydrogenase [NADP] cytoplasmic (Homo sapiens), O75874 | hit rate 0.093% among 390,000; further: potency means the concentration at half of the fitted maximal effect; on the % scale 0 is the no-effect control and ±100 the full control effect; nearly all actives have a fitted effect of over 65% in size
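IDH1-R132H (0.5 ug/mL dispensed) in pH 7.5 Tris buffer was preincubated 30 min with compound, then given a substrate mix of 0.016 mM NADPH and 2 mM alpha-KG for 80 min at room temperature; remaining NADPH was read by diaphorase/resazurin fluorescence.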
rTrxR1 inhibitor = qHTS Assay for Inhibitors of Mammalian Selenoprotein Thioredoxin Reductase 1 (TrxR1): qHTS; Thioredoxin reductase 1, cytoplasmic (Rattus norvegicus), O89049; recombinant rTrxR1, NADPH fluorescence consumption, selenite substrate; Potency, µM (titrated, usually from 114 µM), inactives show top-dose activity change, negative = inhibition, actives largely listed as inhibitors; hit rate 1% among 390,000; further: potency means the concentration at half of the fitted maximal effect; on the % scale 0 is the no-effect control and ±100 the full control effect; nearly all actives have a fitted effect of over 65% in size
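Rat TrxR1 (90 nM in the dispensed reagent) was pre-reduced with 400 uM NADPH for 5 min at room temperature, then incubated with compound for 15 min. After 400 uM selenite was added, NADPH fluorescence (Ex 340/Em 450 nm) was followed for 8 min.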
Tb PGK inh = qHTS Assay to Find Inhibitors of Phosphoglycerate Kinase; Phosphoglycerate kinase, glycosomal (Trypanosoma brucei brucei), P07378; PGK/GAPDH coupled, Kinase-Glo luminescence, 60 min; Potency, µM (series often up to 57.5 µM), for inactives: at the highest dose activity change, negative = inhibition, most hits filed as inhibitors; hit rate 0.043% among 380,000; further: potency means the concentration at half of the fitted maximal effect; on the % scale 0 is the no-effect control and ±100 the full control effect; nearly all actives have a fitted effect of over 60% in size
Target sequence (P07378 whole entry, looked up): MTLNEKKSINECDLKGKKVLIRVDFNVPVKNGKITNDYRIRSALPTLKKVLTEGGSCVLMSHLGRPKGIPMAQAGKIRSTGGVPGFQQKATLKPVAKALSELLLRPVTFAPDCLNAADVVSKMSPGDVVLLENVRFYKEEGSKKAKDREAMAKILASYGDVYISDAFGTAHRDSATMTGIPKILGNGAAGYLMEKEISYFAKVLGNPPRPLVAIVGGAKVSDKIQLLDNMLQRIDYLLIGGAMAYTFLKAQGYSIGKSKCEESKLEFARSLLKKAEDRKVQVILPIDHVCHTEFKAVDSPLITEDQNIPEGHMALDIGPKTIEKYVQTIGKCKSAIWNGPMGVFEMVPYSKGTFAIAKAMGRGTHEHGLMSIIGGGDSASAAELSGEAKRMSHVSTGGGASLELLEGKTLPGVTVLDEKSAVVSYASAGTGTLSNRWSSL
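Recombinant glycosomal PGK reaction used 1,3-bisphosphoglycerate generated in-well by GAPDH (100nM final) in 100mM TEA pH 7.6, 5mM MgCl2, 0.01% Tween-20. After 60 minutes at room temperature, ATP was read by Kinase-Glo Plus luminescence end-point.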
TrxR1 substrate = qHTS Assay for Substrates of Mammalian Selenoprotein Thioredoxin Reductase 1 (TrxR1): qHTS. Thioredoxin reductase 1, cytoplasmic (Rattus norvegicus), O89049. purified TrxR1 substrate turnover, NADPH consumption readout. Potency, µM (series often up to 114 µM), for inactives: top-dose activity change, negative = substrate turnover. hit rate 0.01% among 390,000. AID 588456, 2011; further: potency means the concentration at half of the fitted maximal effect; on the % scale 0 is the no-effect control and ±100 the full control effect; nearly all actives have a fitted effect of over 50% in size
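Rat TrxR1, dispensed at 90 nM, was prereduced with 400 uM NADPH (final) for 5 min at ~22 deg C, then incubated with compound 15 min before 400 uM selenite. A first-read NADPH fluorescence drop versus no-compound background flagged substrates.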
USP1 inh = Inhibitors of USP1/UAF1: Primary Screen; Ubiquitin carboxyl-terminal hydrolase 1 (Homo sapiens), O94782; hit rate 0.23% among 390,000; recombinant USP1/UAF1, Ub-Rhodamine cleavage fluorescence; AID 743255, 2014; Potency, µM (highest dose often 57.1 µM), for inactives: top-dose activity change, negative = inhibition, usual class: inhibitors; further: potency means the concentration at half of the fitted maximal effect; on the % scale 0 is the no-effect control and ±100 the full control effect; nearly all actives have a fitted effect of over 60% in size; inactives centre near -12
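USP1/UAF1 complex (1 nM) preincubated 15 min at room temperature with compound, then Ub-Rho substrate (150 nM final) added. Kinetic fluorescence at 480/540 nm over 6 reads at 60 s intervals; 50 mM HEPES pH 7.8, 0.5 mM EDTA, 0.1 mg/ml BSA, 1 mM TCEP, 0.01% Tween-20.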
Pin1 inhibitor = qHTS Assay to Find Inhibitors of Pin1. Peptidyl-prolyl cis-trans isomerase NIMA-interacting 1 (Homo sapiens), Q13526. Pin1 FP peptide displacement, HiFluor488, 10 min. Potency, µM (titrated, usually from 115 µM), inactives show at the highest dose activity, negative = inhibition, actives largely listed as inhibitors. hit rate 0.009% among 390,000. AID 504891, 2011; active means well fitted inhibition curve with a large enough effect in the polarisation, with a control signal flat, not every such curve was filed as active; inconclusive means small, poorly fitted or top-dose-only effect, or effect the other way, or a change in a side signal; inactive means no such curve, though single readings can be large or run the other way; the % refers to the polarisation; further: potency means the concentration at half of the fitted maximal effect; on the % scale 0 is the no-effect control and ±100 the full control effect
PI4K2A inh = qHTS for small molecular inhibitors of PI4K2A; purified PI4K2A, ADP-Glo luminescence, 1 h; hits give low values; activity change, negative = inhibition, % at 76.9 µM; Phosphatidylinositol 4-kinase type 2-alpha (Homo sapiens), Q9BTU6; AID 1346378, 2018; hit rate 0.13% among 420,000; in the data active means activity change below about -50%; inconclusive means mostly about -30% to -49%;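 further: -100% = wells without enzyme as full effect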
Target sequence (Q9BTU6 whole entry, looked up): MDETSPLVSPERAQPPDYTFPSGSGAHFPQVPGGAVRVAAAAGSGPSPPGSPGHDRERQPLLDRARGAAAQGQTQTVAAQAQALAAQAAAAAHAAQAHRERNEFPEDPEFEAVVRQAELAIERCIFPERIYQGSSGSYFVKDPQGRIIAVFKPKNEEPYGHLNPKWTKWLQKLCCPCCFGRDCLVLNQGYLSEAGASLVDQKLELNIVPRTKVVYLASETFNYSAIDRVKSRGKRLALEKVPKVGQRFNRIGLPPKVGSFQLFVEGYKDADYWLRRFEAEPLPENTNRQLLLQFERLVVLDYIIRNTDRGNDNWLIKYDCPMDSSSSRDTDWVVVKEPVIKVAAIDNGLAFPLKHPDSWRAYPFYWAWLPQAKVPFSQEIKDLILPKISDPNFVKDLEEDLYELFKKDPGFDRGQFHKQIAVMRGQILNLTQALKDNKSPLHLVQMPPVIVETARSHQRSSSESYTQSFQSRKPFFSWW
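Compounds are screened against recombinant PI4K2A using PI as substrate and ATP, the latter dispensed at 300 microM. Reactions run one hour at ambient temperature before ADP-Glo detection; full inhibition defined by wells lacking enzyme.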
HP1b binding inh = HTS for Inhibitors of HP1-beta Chromodomain Interactions with Methylated Histone Tails; AlphaScreen HP1-beta / biotin-H3K9me3 peptide binding; Potency, µM (titrated, usually from 114 µM), for the others: at the highest dose activity change, negative = inhibition, most hits filed as inhibitors; hit rate 0.56% among 390,000; AID 540317, 2011; further: potency means the concentration at half of the fitted maximal effect; nearly all actives have a fitted effect of over 70% in size; inactives centre near 23
Target sequence (P83916 whole entry, looked up): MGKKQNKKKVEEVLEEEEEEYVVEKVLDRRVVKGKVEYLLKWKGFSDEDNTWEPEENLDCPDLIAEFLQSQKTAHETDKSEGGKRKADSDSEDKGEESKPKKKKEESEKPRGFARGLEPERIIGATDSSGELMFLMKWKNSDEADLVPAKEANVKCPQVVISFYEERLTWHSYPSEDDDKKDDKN
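AlphaScreen: HP1-beta (50 nM) preformed 30 min with biotin-H3(1-18)K9me3 peptide (50 nM) in PBS pH 7.4, 0.01% Tween-20. Compound added for 30 min at RT, then streptavidin donor/nickel chelate acceptor beads (10 ug/mL) for 30 min.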
* marks the source's active call; other numbers are inactive results; i = inactive; ? = inconclusive; . = not tested or not shown; [ ] = dose if it differs, or a comment. Unless noted, the call rests on the fitted dose curve; in most records, active means well fitted curve in the direction sought with a large enough effect; inconclusive means small, poorly fitted or top-dose-only effect, or another doubt; inactive means no such curve, though single readings can be large; an effect the other way counts as inactive or inconclusive. These rows are one share of the data. The share of hits here may be higher or lower than overall.

SMILES	GLS inh	IDH1 R132H inh	rTrxR1 inhibitor	Tb PGK inh	TrxR1 substrate	USP1 inh	Pin1 inhibitor	PI4K2A inh	HP1b binding inh
CCc1ccc(CNC(=O)Cn2nc(-c3ccccc3)ccc2=O)cc1	4%	2%	5%[57.1 µM]	-10%	7%	-27%	3%	-1	51%[activator]
O=C(Nc1nccs1)c1sc2cc(Cl)ccc2c1Cl	1%	8%	29%[57.1 µM]	-3%	2%[57.1 µM]	-18%	33%[activator]	7	116%[activator]
Cc1cccc(C)c1NC(=O)CSc1ncnc2[nH]ncc12	2%	4%	4%[11.4 µM]	-6%	4%[11.4 µM]	-9%	8%	2	26%
O=C(NCc1ccccc1Cl)c1ccc2c(=O)n(CC3CCCO3)c(=S)[nH]c2c1 (stereo unspecified)	-8%	-6%	12%[57.1 µM]	-5%	-10%	-18%	18%	1	16%
Cc1c(Cl)cccc1NC(=O)Cn1nc(C)n2cccc2c1=O	10%	3%	17%	-1%	-1%	-12%	-8%	7	48%[activator]
CCOC(=O)N1CCN(C(=O)c2ccccc2NC(C)=O)CC1	-1%	2%	1%[57.1 µM]	-1%	-1%[57.1 µM]	-24%	0%	1	13%
COc1cc(/C=C2/C(=O)NN(c3cccc(F)c3)C2=O)ccc1OC(=O)c1ccco1	?	-4%	28µM*	-9%	-9%	-13%	.	-3	-9%
Cc1nn(-c2ccccc2)c(Cl)c1CN(C(=O)CCl)c1cccc2ccccc12	-2%	?	?	0%	-1%	?	?	4	44%[activator]
N#CCc1nn(-c2ccccc2)c(N)c1C#N	12%	0%	8%	9%	9%	7%	1%	-2	24%
Cc1ccc(C2=NC(c3ccccc3)=Nc3ccc(Cl)cc3N2)cc1	-1%	.	13%	.	-5%	1%	-9%	1	22%
COc1ccc(-c2nnc3c4ccccc4c(-c4ccccc4)nn23)cc1	-1%	1%	18%	i	30%[activator]	-20%	-16%	1	36%[activator]
C=CCNc1oc(-c2ccc(OCC)cc2)nc1C#N	-2%	2%	12%	-5%	63%[activator]	-5%	1%	2	8%
CCN(C(=O)CSc1nnnn1-c1ccc(Cl)cc1)C1CCS(=O)(=O)C1 (stereo unspecified)	3%	3%	34%	-2%	17%	-8%	-10%	-9	12%
Cc1ccc(NC(=O)Cn2c(=O)n(Cc3ccccc3)c(=O)c3c(C)c(C)sc32)c(C)c1	0%	.	27%	.	3%	-12%	-1%	-1	15%
Cc1ccc(N2CC(C(=O)NCc3ccc(C)n3C)CC2=O)cc1 (stereo unspecified)	9%	8%	3%[57.1 µM]	2%	4%[57.1 µM]	-10%	3%	-8	30%
O=C(c1cccnc1)N1CCN(S(=O)(=O)c2ccc(F)cc2)CC1	-7%	2%	13%[57.1 µM]	-1%	-1%[57.1 µM]	-2%	-1%	2	32%
Cc1ccccc1C(=O)Nc1nnc(S(=O)(=O)N(C)Cc2ccco2)s1	13%	13%	45µM*	0%	4%	-20%	0%	2	44%[activator]
COc1ccc(/C=C(\NC(=O)c2ccc(C)cc2)C(=O)NCC2CCCO2)cc1 (stereo unspecified)	17%	4%	3%	3%	-4%	-15%	-9%	0	35%
CC1Oc2ccccc2C=C1/C=N/NC(=O)c1ccncc1 (stereo unspecified)	-4%	0%	5%[57.1 µM]	-3%	8%[57.1 µM]	-18%	-1%	-4	35%
CCSc1nnc(-c2cccc(S(=O)(=O)N(CC)CC)c2)n1Cc1ccccc1	2%	9%	7%	-11%	9%	-12%	0%	3	52%[activator]
O=C(CCN1CCN(c2ccccc2)CC1)Nc1ccc2c(c1)OCO2	27%	7%	20%	i	6%	-7%	-12%	-4	8%
COc1ccc(C)cc1NC(=O)C1CCCN(S(=O)(=O)c2ccc(-n3cnnn3)cc2)C1 (stereo unspecified)	-12%	0%	22%[57.1 µM]	-2%	7%[57.1 µM]	-8%	-3%	6	-36%
O=C(Nc1ccccc1)c1ccccc1N=Cc1ccccc1O	12%	-6%	0%	i	52%[activator]	-10%	-5%	-1	16%
O=C(Nc1ccnn1C1CCN(Cc2ccccc2)CC1)C1CCCC1	-4%	1%	6%	-4%	4%	-1%	0%	-1	10%
O=C(COC(=O)c1cccnc1)c1ccc(Cl)cc1	3%	0%	-12%	-1%	-10%	-4%	0%	1	30%
SMILES	GLS inh	IDH1 R132H inh	rTrxR1 inhibitor	Tb PGK inh	TrxR1 substrate	USP1 inh	Pin1 inhibitor	PI4K2A inh	HP1b binding inh
COc1ccc(OC)c(CNc2nc3ccccc3n2CCN2CCCCC2)c1	29%	0%	0%[57.1 µM]	2%	2%[57.1 µM]	-11%	-2%	-1	-7%
CCC(=O)NC(=S)Nc1ccc(NC(=O)COc2ccccc2)cc1	-5%	-2%	-17%	-10%	0%	-18%	6%	1	31%
CC(=O)Oc1cccc(/C=C2\C=C(c3ccc(C)cc3)OC2=O)c1	?	0%	3%[57.1 µM]	-1%	-6%[57.1 µM]	-10%	11%	-2	-4%
O=C(O)Cn1nnc(-c2ccc(OCc3ccccc3Cl)cc2)n1	10%	-13%	18%	2%	10%	-15%	0%	-2	7%
Cc1cccc(NC(=O)C2CCN(S(=O)(=O)c3ccc4c(c3)CCCC(=O)N4)CC2)c1	7%	6%	13%	i	-1%	-31%	-4%	0	27%
CCOC(=O)c1sc(C)c2c(=O)n(Cc3ccc(Cl)cc3)cnc12	-2%	7%	-5%	-8%	6%	-13%	1%	-1	36%
COc1ccc(NC(=O)c2cc(S(=O)(=O)N(C)C)ccc2N2CCCC2)cc1Cl	4%	-4%	3%	-9%	-6%	-7%	0%	0	5%
CC(=O)Nc1ccc2c(c1)OCCOCCOc1cc(NC(C)=O)ccc1OCCO2	-7%	12%	22%[0.0914 µM]	i	1%	-12%	?	-4	9%
Cc1cc(NC(=O)COc2coc(CN3CCN(c4ccccc4)CC3)cc2=O)no1	8%	4%	18%	3%	12%	-18%	-11%	3	20%
Cc1cc(C)c(/C=C/c2onc(C)c2S(=O)(=O)N2CCC(C(=O)Nc3ccc(Cl)c(C(F)(F)F)c3)CC2)c(C)c1	3%	1%	23%[57.1 µM]	i	-1%[57.1 µM]	-39%	0%	0	10%[57 µM]
COc1ccc(C2Nc3cccc4cccc(c34)N2)cc1	23%	21%	?	i	6%	?	7%	-1	?
CCN1CCN(CCNC(=O)c2cc(Cl)c(NC(=O)C3=C(C)OCCS3)cc2OC)CC1	-6%	-3%	19%	-8%	-3%	-12%	0%	2	16%
Cc1ccccc1CS(=O)(=O)CC1Nc2ccc(C(=O)NCc3ccc(Cl)cc3)cc2NC1=O (stereo unspecified)	?	17%	14%	-3%	8%	?	?	-1	7%
C[C@H](NC(=O)c1nc[nH]c1C(=O)N1CCNCC1)C(=O)OCc1ccccc1	-10%	-3%	3%	-3%	5%	?	-2%	2	9%
CCCCC(=O)Oc1ccc2oc(-c3ccc(OC)cc3)cc(=O)c2c1	1%	-5%	91%[activator]	-1%	163%[activator]	-11%	55%[activator]	-4	43%[activator]
O=C(c1cccs1)n1nc(NCc2ccccc2)nc1NCc1ccccc1	3%	1%	23%[57.1 µM]	-3%	0%[57.1 µM]	0%	-12%	4	57%[activator]

Six compounds out of the list, arranged by molecular weight, lowest first:
SMILES	GLS inh	IDH1 R132H inh	rTrxR1 inhibitor	Tb PGK inh	TrxR1 substrate	USP1 inh	Pin1 inhibitor	PI4K2A inh	HP1b binding inh
CC(=O)Oc1cccc(/C=C2\C=C(c3ccc(C)cc3)OC2=O)c1	?	0%	3%[57.1 µM]	-1%	-6%[57.1 µM]	-10%	11%	-2	-4%
CCCCC(=O)Oc1ccc2oc(-c3ccc(OC)cc3)cc(=O)c2c1	1%	-5%	91%[activator]	-1%	163%[activator]	-11%	55%[activator]	-4	43%[activator]
Cc1cc(NC(=O)COc2coc(CN3CCN(c4ccccc4)CC3)cc2=O)no1	8%	4%	18%	3%	12%	-18%	-11%	3	20%
CC(=O)Nc1ccc2c(c1)OCCOCCOc1cc(NC(C)=O)ccc1OCCO2	-7%	12%	22%[0.0914 µM]	i	1%	-12%	?	-4	9%
CCN1CCN(CCNC(=O)c2cc(Cl)c(NC(=O)C3=C(C)OCCS3)cc2OC)CC1	-6%	-3%	19%	-8%	-3%	-12%	0%	2	16%
Cc1ccccc1CS(=O)(=O)CC1Nc2ccc(C(=O)NCc3ccc(Cl)cc3)cc2NC1=O (stereo unspecified)	?	17%	14%	-3%	8%	?	?	-1	7%
